From PubChem BioAssay
CAL PDZ FP-1 – inhibitors of human CAL PDZ peptide binding; Q9HD26; purified CAL PDZ, TMR-peptide fluorescence polarization, 1 h; inhibition, % at 20 µM; 330,000 tested, 0.02% active; AID 504414;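 active = highest replicate inhibition of at least 40%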;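 also: plate controls were DMSO neutral control wells for no effect and unlabeled competitor peptide control wells for full effect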
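material = purified tagged CAL PDZ domain construct (CerCALP) | buffer or medium = sodium phosphate/NaCl buffer pH 7.4 with TCEP, IgG, Thesit | reagent = TMR-labelled reporter peptide T*-PRC34 bound in PDZ groove | incubation = 1 h room-temperature incubation prior to read | measured by = fluorescence polarization (mP) | evaluation = percent inhibition from loss of millipolarization | control set = unlabelled peptide and DMSO controls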
Tat export inh – E. coli Tat transport inhibition | inhibition, % at 10 µM | AID 488895 | E. coli MC4100 TorA-mCherry Tat export, fluorescence | 340,000 tested, 0.036% active;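 active = mean replicate inhibition at least 50% and at least half of replicates individually reaching 50%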;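 also: exported cargo escapes ClpAP degradation while cytoplasmic cargo is degraded and loses fluorescence; 0% = median of neutral control wells and 100% = median of NaSCN control wells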
phage Ecoli inh – E. coli growth loss with phage present; 360,000 tested, 0.26% active; inhibition, % at 11.9 µM; growth absorbance; AID 651602; in the data active = inhibition above about 11%
Wnt bcat act – Wnt/beta-catenin pathway activation; Wnt/beta-catenin reporter cell assay, activator, plate reader; activation, % at 9.35 µM; 300,000 tested, 1.2% active; AID 743398; in the data active = activation above about 30%, passing the limit was not always enough;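 also: 0% = neutral control wells and 100% = positive control wells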
MITF TRPM1 HTS – activators of MITF-driven TRPM1 promoter activity in SK-MEL-5 cells | SK-MEL-5 TRPM1-promoter luciferase, 24 h; % of positive control, neutral wells = 0 | activation, % at 12.5 µM | 300,000 tested, 0.75% active | AID 588334;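 active = mean activation of at least 80% with every replicate also reaching 80%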;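 also: 0% = neutral control wells and 100% = parthenolide positive control wells; values of inactives mirror those of a sister screen read the other way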
SR-BI DiI inh – mouse SR-BI HDL lipid transfer inhibition; Q61009; ldlA[mSR-BI] CHO cells, DiI-HDL uptake fluorescence, 3 h; inhibition, % at 12.5 µM; 320,000 tested, 0.96% active;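 active = mean replicate inhibition of at least 70% and a set share of replicates each scoring 70 or more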;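 also: 0% = median of neutral control wells and 100% = median of positive control wells; values of inactives mirror those of a sister screen read the other way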
Target sequence (Q61009 whole entry, looked up): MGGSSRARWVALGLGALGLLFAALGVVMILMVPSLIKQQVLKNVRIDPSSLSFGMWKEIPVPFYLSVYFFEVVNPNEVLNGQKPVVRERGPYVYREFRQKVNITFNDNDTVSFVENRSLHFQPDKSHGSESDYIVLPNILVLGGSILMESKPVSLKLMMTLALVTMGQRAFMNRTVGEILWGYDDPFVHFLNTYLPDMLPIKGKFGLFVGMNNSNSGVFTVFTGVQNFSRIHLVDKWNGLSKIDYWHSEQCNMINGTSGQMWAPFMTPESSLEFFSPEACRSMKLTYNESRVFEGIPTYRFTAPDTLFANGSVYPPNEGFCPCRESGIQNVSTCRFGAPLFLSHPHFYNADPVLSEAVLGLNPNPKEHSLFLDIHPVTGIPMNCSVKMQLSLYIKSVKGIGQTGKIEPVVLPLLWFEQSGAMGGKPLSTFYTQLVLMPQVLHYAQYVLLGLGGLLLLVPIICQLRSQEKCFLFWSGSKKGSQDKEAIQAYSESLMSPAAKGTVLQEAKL
CAL PDZ FP-2 – inhibitors of human CAL PDZ peptide binding; purified CAL PDZ, TMR-peptide fluorescence polarization, 1 h; 300,000 tested, 0.92% active; inhibition, % at 24.9 µM; AID 602252;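 active = mean inhibition of at least 30% with at least half of replicates also reaching 30%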;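 also: 0% = DMSO neutral control and 100% = excess unlabeled competitor peptide PRC23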
AddAB inh – less growth of phage-infected E. coli with AddAB; E. coli expressing H. pylori AddAB, absorbance growth; inhibition, % at 11.9 µM; 330,000 tested, 0.29% active; AID 435030; in the data active = inhibition above about 12%;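 also: 0% = vehicle wells of infected cells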
SR-BI DiI-HDL act – SR-BI HDL lipid transfer activation; CHO ldlA[mSR-BI] cells, DiI-HDL uptake fluorescence, 3 h; 100 = double the neutral-control signal; activation, % at 12.5 µM; 320,000 tested, 0.096% active; AID 504775;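 active = mean replicate activation of at least 60% and every replicate at or above 60%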;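 also: 0% = median plate neutral-control signal and 100% = twice that signal; values of inactives mirror those of a sister screen read the other way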
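material = CHO ldlA[mSR-BI] cells | medium = Ham's F12 with 0.5% BSA, HEPES 25 mM, pH 7.4 | reagent = fluorescent DiI-HDL, 10 µg/mL final | compound dosing = single-point compound dose | incubation = 3 h, 37 °C | measured by = bottom-read fluorescence, 550/595 nm | measure = HDL uptake via cellular fluorescence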
E coli growth – counter-screen for AddAB inhibitors: E. coli growth inhibition; E. coli V3065 growth, OD600 absorbance, 18 h; inhibition, % at 11.9 µM; 330,000 tested, 0.27% active; AID 449728;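 active = inhibition above the campaign's mean inhibition across all tested compounds plus 3 SD, cut at about 9.9% in these data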;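 also: uninfected addAB+ strain grown without phage in ampicillin broth; 0% = DMSO wells and 100% = ciprofloxacin 0.95 µg/ml wells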
Numbers without * were called inactive; . = no result given. Outcome played no part in choosing rows. About 3.6% of those tested had a hit in this group.

No.	SMILES	CAL PDZ FP-1	Tat export inh	phage Ecoli inh	Wnt bcat act	MITF TRPM1 HTS	SR-BI DiI inh	CAL PDZ FP-2	AddAB inh	SR-BI DiI-HDL act	E coli growth
1	Cn1c(=O)[nH]c2ccc([N+](=O)[O-])nc21	-0.6	1	1.3	-2	13	-2	1	1.8	2	-2.0
2	COc1ccc(NC(=O)c2ccc(CN3CCc4ccccc4C3)cc2)c(OC)c1	0.8	-12	1.0	1	.	28	-4	-0.3	-28	1.5
3	CCOC(=O)c1oc2ccc(Br)cc2c1COC(=O)C1=COCCO1	-4.0	-6	0.2	1	15	-9	6	0.0	9	0.1
4	CCN(CC)S(=O)(=O)c1ccc(-c2nnc(SCC(=O)Nc3ccc(OC)c(OC)c3)o2)cc1	-1.1	-4	2.8	-4	.	18	4	-0.2	-18	0.2
5	O=C1NC(=S)NC1=Cc1ccc(O)cc1	0.7	-7	3.4	0	5	-11	5	.	11	.
6	Cn1c(SC2CCCCC2=O)nnc1-c1ccccc1F (centres undefined)	0.3	-2	2.6	2	10	-10	1	5.2	10	-0.5
7	CC(=O)c1ccccc1NS(C)(=O)=O	-2.3	4	2.8	-4	-17	-5	-1	-0.3	5	-1.4
8	COc1ccc(NC(=O)CSc2nnc(-c3ccc(C)cc3)n2N)cc1	-0.4	-9	3.4	.	-1	-22	2	2.0	22	-0.5
9	CCOC(=O)c1ccccc1NC(=O)CSc1nc2ccccc2c(=O)[nH]1	-0.6	18	1.4	0	0	-15	-1	0.9	15	-0.2
10	O=C(CCSc1nnc2ccc3ccccc3n12)Nc1ccc(F)cc1	-1.2	4	0.3	.	10	31	-1	0.6	-31	1.2

Additional structures follow.
No.	SMILES	CAL PDZ FP-1	Tat export inh	phage Ecoli inh	Wnt bcat act	MITF TRPM1 HTS	SR-BI DiI inh	CAL PDZ FP-2	AddAB inh	SR-BI DiI-HDL act	E coli growth
11	COc1ccc(NS(=O)(=O)c2ccc(S(=O)(=O)N3CCCC3)cc2)cc1	0.0	-7	1.9	.	4	-13	-1	-1.5	.	-2.9
12	OCC[C@@H]1C[C@H](O)[C@@H](O)[C@@]2(CCCc3ccccc3O2)O1	-0.8	-8	2.6	-3	4	6	-2	3.2	-6	-0.2
13	CS(=O)(=O)c1nc(S(=O)(=O)c2ccc(Cl)cc2)c(N2CCN(CCO)CC2)s1	0.5	-4	2.6	-15	-25	-16	.	3.6	16	-1.1
14	CC(CCc1ccccc1)NCC(O)c1cccc([N+](=O)[O-])c1 (centres undefined)	-0.4	-24	2.4	10	4	-11	-4	1.0	11	1.9
15	CCOC(=O)C(=CNCC(=O)O)C(=O)OCC	-0.1	-8	1.7	-2	-3	-4	2	0.6	4	-1.9
16	O=C(Oc1ccc(=O)n(-c2ccccc2)n1)c1ccc(Cl)cc1	-1.5	-12	4.3	-1	.	-10	-1	3.0	10	0.9
17	O=c1cc(-c2ccco2)oc2ccccc12	0.5	-4	3.5	8	29	-5	.	.	5	.
18	COc1ccc(N=Nc2c(C)[nH][nH]c2=O)cc1	-1.8	10	1.5	11	-7	-4	0	1.3	4	-0.1
19	Cn1c(COc2ccc(F)cc2)nc2ccccc21	-1.7	7	2.7	10	.	-9	-1	-2.8	9	-1.5
20	Cc1ncc([N+](=O)[O-])n1CC(=O)Nc1cc(Cl)ccc1Cl	-1.4	1	0.2	-2	-14	-9	-3	-1.5	9	-2.4

Carrying on.
No.	SMILES	CAL PDZ FP-1	Tat export inh	phage Ecoli inh	Wnt bcat act	MITF TRPM1 HTS	SR-BI DiI inh	CAL PDZ FP-2	AddAB inh	SR-BI DiI-HDL act	E coli growth
21	NC(=O)C1=C[C@H](c2ccc(C(F)(F)F)cc2)C[C@H](OCc2ccc(CO)cc2)O1	-2.8	-7	2.5	-1	-1	5	-2	2.9	-5	0.2
22	CN(C)CCOc1ccc2c(c1)Sc1ccccc1CC2=O	-0.7	-13	0.1	-2	-1	2	-6	-1.8	-2	-2.5
23	COc1cccc(C(=O)Nc2nnc(S(=O)(=O)N3CCOCC3)s2)c1	0.4	0	3.3	-2	-9	-13	-1	5.2	13	-0.2
24	COC(=O)c1cc(=O)n2c(-c3ccc(OC)cc3)csc2n1	-0.8	-10	0.4	-2	-5	-23	-2	0.9	23	1.6
25	COC(=O)C1=C(C)N(Cc2ccccc2)C(=NCCCCO)N[C@H]1CCc1ccccc1	-0.7	7	-0.2	-9	9	2	1	4.5	-2	-1.7
26	CCCCc1cc2c(cc1NC(=O)CN1CCCCC1)OCCO2	1.2	-2	4.6	-3	5	-13	-5	-0.3	13	1.0
27	O=C(COC(=O)c1ccccn1)NNC(=O)c1ccc([N+](=O)[O-])cc1	-2.0	1	0.2	13	2	-31	-4	0.1	31	0.1
28	CCOC(=O)c1[nH]c(=O)[nH]c1CSCCO	0.6	-4	1.4	.	1	-13	-1	2.4	13	-0.6
29	Cc1cc(Nc2ccccc2)cc(=O)n1C	-1.7	-1	1.1	2	.	1	.	-0.6	-1	-0.8
30	CCOC(=O)CSc1nnc(-c2cccnc2)o1	1.0	0	1.0	-1	4	.	3	0.0	.	-1.1

New compounds follow.
No.	SMILES	CAL PDZ FP-1	Tat export inh	phage Ecoli inh	Wnt bcat act	MITF TRPM1 HTS	SR-BI DiI inh	CAL PDZ FP-2	AddAB inh	SR-BI DiI-HDL act	E coli growth
31	CCN(Cc1nc2cc(Cl)ccc2c(=O)[nH]1)C(=O)c1cc(C2CC2)nn1-c1ccccc1	0.0	3	-0.7	0	7	-3	-1	.	3	.
32	Cc1cc(C)cc(OCC(=O)N/N=C\c2cn(C)nc2C)c1	-2.3	1	0.4	-2	10	2	-1	3.2	-2	-0.7
33	COc1ccc(-c2noc(-c3ccc(C)cc3)n2)cc1	0.6	0	3.4	.	73	8	-1	3.9	-8	0.7
34	Cc1cc2nn(-c3cccc4ccccc34)nc2cc1N	-2.1	-1	2.8	.	50	11	-19	0.1	-11	-2.2
35	C/C(=N\NC(=O)c1cccc(N/N=C(\C)c2ccc([N+](=O)[O-])cc2)c1)c1ccc([N+](=O)[O-])cc1	-2.7	2	0.5	0	4	.	0	0.8	.	-0.3
36	Cc1cccc(NC(=O)c2cc(C)nc3ccccc23)c1	.	-7	0.2	3	-16	4	-3	2.7	-4	1.0
37	Cc1nc(C)c(C(=O)Nc2ncc([N+](=O)[O-])s2)o1	-0.2	-7	-1.9	4	-35	-3	-5	-4.1	3	-3.1
38	O=C(c1ccc(OC2CCN(C/C=C/c3ccc(F)cc3)CC2)cc1)N1CCCC1	-0.7	5	2.5	3	-10	53	-5	1.2	-53	-0.6
39	COc1ccc(CNc2ccc(C)cc2)cc1Br	-0.9	1	0.3	17	16	20	-6	1.9	-20	0.6
40	Cc1cc(C)nc(SCc2cc(=O)c(OC(=O)c3ccco3)co2)n1	-0.7	-1	4.8	0	7	-13	17	0.4	13	0.0

(further entries)
No.	SMILES	CAL PDZ FP-1	Tat export inh	phage Ecoli inh	Wnt bcat act	MITF TRPM1 HTS	SR-BI DiI inh	CAL PDZ FP-2	AddAB inh	SR-BI DiI-HDL act	E coli growth
41	CC(C)CN(C(=O)Cn1nnc(-c2ccc(F)cc2)n1)C1CCS(=O)(=O)C1 (centres undefined)	-1.9	0	3.7	-2	-2	15	-1	3.1	-15	-0.9
42	Cc1ccc(S(=O)(=O)N2CCC(C(=O)OCC(=O)N(CCC#N)c3ccc(F)cc3)CC2)cc1C	-2.1	0	-2.1	1	0	-3	-4	0.8	3	1.3
43	CCCCC(=O)N/N=C(\C)CC(=O)Nc1ccccc1Br	-0.6	-5	3.6	0	0	-10	-9	0.0	10	-0.3
44	Cc1cc(C)n2c(SCCO)nnc2n1	-0.8	1	2.4	-1	.	-12	.	-1.1	12	0.3
45	CCN(C(=O)Cc1cccs1)c1nnc(-c2cc(OC)c(OC)c(OC)c2)s1	-3.9	5	-0.3	-3	.	31	-4	-0.4	-31	-1.9
46	O=C1OC(c2ccccc2)(c2ccccc2)c2ccccc21	55*	4	2.9	-5	7	1	4	.	-1	.
47	COc1ccc(OCC(=O)N2CCN(C(=O)c3ccc([N+](=O)[O-])cc3)CC2)cc1	-1.1	0	4.0	-3	-8	19	1	1.8	-19	0.1
48	CCn1nc(C(=O)OCC(=O)N2c3ccccc3CC2C)c2ccccc2c1=O (centres undefined)	-1.5	-4	0.6	-1	7	24	-3	-1.2	-24	-3.1
49	CCc1c(C(=O)NNC(=S)NCC(C)C)csc1C	-0.1	2	.	1	-5	-10	-9	1.8	10	2.0
50	C/C(=N\NC(=O)COc1ccc(C(C)(C)C)cc1)c1ccc(OC(F)F)cc1	-0.4	2	2.0	1	-13	6	-2	-0.8	-6	-2.2
51	COc1cccc(C(=O)NNC(=O)C(=O)Nc2cccc(Cl)c2C)c1	3.8	10	-2.6	1	12	.	.	-3.1	.	-2.8
52	Cc1ccc(OCC(O)Cn2c3ccccc3c3ccccc32)cc1 (centres undefined)	-1.0	4	1.8	-6	1	30	-3	-1.5	-30	-2.7
